Mtb BioA inh – blocks M. tuberculosis BioA enzyme activity; purified M. tuberculosis BioA enzyme, plate reader; inhibition, % at 9.99 µM; 360,000 tested, 0.096% active; in the data active = inhibition above about 40%
* marks the source's active call; other numbers are inactive results.

SMILES	Mtb BioA inh
COc1cccc(C(=O)Nc2ccc3c(c2)C(=O)N(C)[C@H]2CC[C@H](CC(=O)NCc4ccc(F)cc4)O[C@H]2CO3)c1	25
COc1ccc(CNC(=O)c2cc3c(c(-c4cccc(-c5cccc(C#N)c5)c4)n2)[C@H](CCO)N([S@@](=O)C(C)(C)C)C3)cc1	-1.2
C[C@@H]1CN([C@H](C)CO)C(=O)c2cc(NC(=O)CCCN(C)C)ccc2O[C@@H](C)CCCCO[C@H]1CN(C)C(=O)Nc1ccccc1	-1.2
CCCNC(=O)N1[C@H](CO)[C@H](c2ccc(C3=CCCCC3)cc2)[C@@H]1C#N	3.9
C[C@@H]1CN([C@@H](C)CO)C(=O)c2cc(NS(=O)(=O)c3ccc(F)cc3)ccc2O[C@@H](C)CCCCO[C@@H]1CN(C)C(=O)Cc1ccccc1	1.8
O=C(NC1CCCCC1)N[C@H]1CC[C@@H](CCNS(=O)(=O)c2ccc(Cl)cc2)O[C@@H]1CO	-2.3
Cc1noc(C)c1NC(=O)Nc1cccc2c1O[C@@H](CN(C)C(=O)Nc1ccc(C(F)(F)F)cc1)[C@@H](C)CN([C@H](C)CO)C2=O	0.6
C[C@@H](NC(=O)C[C@H]1CC[C@@H](NC(=O)C2CCC2)[C@H](CO)O1)c1ccccc1	-0.8
COCC(=O)N(C)C[C@H]1Oc2cc(Br)ccc2S(=O)(=O)N([C@@H](C)CO)C[C@@H]1C	2.8
COc1ccc(S(=O)(=O)N(C)C[C@@H]2OCCCC[C@@H](C)Oc3ccc(NC(=O)NC4CCCCC4)cc3C(=O)N([C@@H](C)CO)C[C@@H]2C)cc1	-2.0
CCC(=O)N[C@H]1CC[C@@H](CCNC(=O)Nc2ccc(C(F)(F)F)cc2)O[C@@H]1CO	-3.4
CC(=O)N1[C@H](CO)[C@H]2c3ccccc3N(C(=O)c3ccc(F)cc3)C[C@H]21	-3.1
C[C@H]1CCCCO[C@H](CN(C)C(=O)Nc2cccc3ccccc23)[C@@H](C)CN([C@@H](C)CO)C(=O)c2cc(NC(=O)c3ccncc3)ccc2O1	3.3
CO[C@@H](CN(C)C(=O)c1cnccn1)[C@@H](C)CN([C@H](C)CO)S(=O)(=O)c1ccccc1	-1.0
CO[C@H]1CN(C)C(=O)c2ccc(NC(=O)C3CC3)cc2OC[C@@H](C)N(C(=O)c2ccccn2)C[C@H]1C	-0.6
C[C@@H]1CN([C@@H](C)CO)C(=O)c2cc(C#CCc3ccccc3)cnc2O[C@@H]1CN(C)C(=O)C1CCC1	-3.6
C[C@@H]1CCCCO[C@H](CN(C)S(=O)(=O)c2ccc(F)cc2)[C@@H](C)CN([C@H](C)CO)C(=O)c2cc(NS(=O)(=O)c3cn(C)cn3)ccc2O1	-4.0
C[C@@H]1CN([C@H](C)CO)S(=O)(=O)c2ccc(C#CC3CCCC3)cc2O[C@@H]1CN(C)C(=O)Nc1cc(F)ccc1F	-3.5
C[C@H](NC(=O)C[C@H]1CC[C@@H](NS(=O)(=O)c2cccc(F)c2)[C@H](CO)O1)c1ccccc1	0.0
N#Cc1cccc(-c2ccc3c(c2)[C@@H]2[C@@H](CCN2C(=O)c2ccccc2F)[C@H](CO)N3)c1	0.7

Part of the list above, comma-delimited.
Compound,Mtb BioA inh
COCC(=O)N(C)C[C@H]1Oc2cc(Br)ccc2S(=O)(=O)N([C@@H](C)CO)C[C@@H]1C,2.8
COc1ccc(S(=O)(=O)N(C)C[C@@H]2OCCCC[C@@H](C)Oc3ccc(NC(=O)NC4CCCCC4)cc3C(=O)N([C@@H](C)CO)C[C@@H]2C)cc1,-2.0
CCC(=O)N[C@H]1CC[C@@H](CCNC(=O)Nc2ccc(C(F)(F)F)cc2)O[C@@H]1CO,-3.4
CC(=O)N1[C@H](CO)[C@H]2c3ccccc3N(C(=O)c3ccc(F)cc3)C[C@H]21,-3.1
C[C@H]1CCCCO[C@H](CN(C)C(=O)Nc2cccc3ccccc23)[C@@H](C)CN([C@@H](C)CO)C(=O)c2cc(NC(=O)c3ccncc3)ccc2O1,3.3
CO[C@@H](CN(C)C(=O)c1cnccn1)[C@@H](C)CN([C@H](C)CO)S(=O)(=O)c1ccccc1,-1.0
CO[C@H]1CN(C)C(=O)c2ccc(NC(=O)C3CC3)cc2OC[C@@H](C)N(C(=O)c2ccccn2)C[C@H]1C,-0.6
C[C@@H]1CN([C@@H](C)CO)C(=O)c2cc(C#CCc3ccccc3)cnc2O[C@@H]1CN(C)C(=O)C1CCC1,-3.6
C[C@@H]1CCCCO[C@H](CN(C)S(=O)(=O)c2ccc(F)cc2)[C@@H](C)CN([C@H](C)CO)C(=O)c2cc(NS(=O)(=O)c3cn(C)cn3)ccc2O1,-4.0
C[C@@H]1CN([C@H](C)CO)S(=O)(=O)c2ccc(C#CC3CCCC3)cc2O[C@@H]1CN(C)C(=O)Nc1cc(F)ccc1F,-3.5
C[C@H](NC(=O)C[C@H]1CC[C@@H](NS(=O)(=O)c2cccc(F)c2)[C@H](CO)O1)c1ccccc1,0.0
N#Cc1cccc(-c2ccc3c(c2)[C@@H]2[C@@H](CCN2C(=O)c2ccccc2F)[C@H](CO)N3)c1,0.7

Remaining list, next part
SMILES	Mtb BioA inh
O=C(C[C@H]1CC[C@@H]2[C@H](COC[C@@H](O)CN2Cc2ccc(Oc3ccccc3)cc2)O1)N1CCN(c2ccccc2)CC1	0.7
COc1ccc(NC(=O)N(C)C[C@H]2Oc3c(NC(=O)NC4CCCCC4)cccc3C(=O)N([C@H](C)CO)C[C@H]2C)cc1	2.6
O=S(=O)(N[C@H]1CC[C@H](CCn2cc(C3CC3)nn2)O[C@H]1CO)c1ccc(Cl)cc1	-3.0
C[C@@H]1CN([C@@H](C)CO)C(=O)c2cc(NS(=O)(=O)c3cn(C)cn3)ccc2O[C@@H](C)CCCCO[C@@H]1CN(C)C	0.2
C[C@H](CO)N1C[C@H](C)[C@@H](CN(C)S(C)(=O)=O)Oc2c(NC(=O)C3CCOCC3)cccc2C1=O	0.2
COc1ccc(NC(=O)N(C)C[C@@H]2OCCCC[C@H](C)Oc3ccc(NC(=O)c4ccccc4)cc3C(=O)N([C@H](C)CO)C[C@@H]2C)cc1	-0.2
CC(C)NC(=O)N(C)C[C@@H]1Oc2cc(C#CC(C)(C)O)ccc2S(=O)(=O)N([C@@H](C)CO)C[C@@H]1C	-1.2
C[C@@H]1CN([C@H](C)CO)C(=O)Cc2cc(NC(=O)Nc3ccc(F)cc3)ccc2O[C@@H]1CN(C)S(=O)(=O)c1cccs1	0.1
CN(C)CC(=O)Nc1ccc2c(c1)[C@@H]1C[C@H](CC(=O)NCc3cc(F)ccc3F)O[C@H](CO)[C@@H]1O2	-0.8
O=C(O)C[C@H]1CC[C@@H](NC(=O)Nc2ccccc2)[C@@H](CO)O1	-3.4
C/C=C/c1ccc([C@H]2[C@@H](C#N)N(S(=O)(=O)c3cccc(F)c3)[C@H]2CO)cc1	-0.3
C[C@@H]1CN([C@H](C)CO)C(=O)c2cc(NS(=O)(=O)c3ccccc3)ccc2O[C@H]1CN(C)Cc1ccc(C(=O)O)cc1	-2.7
COc1ccccc1NC(=O)N1CCCCN2[C@H](C1)[C@@H](c1ccc(-c3cccc(C#N)c3)cc1)[C@@H]2CO	-0.1
C[C@@H]1CN([C@@H](C)CO)C(=O)Cc2cc(NC(=O)Nc3cccc4ccccc34)ccc2O[C@@H]1CN(C)S(=O)(=O)c1ccccc1	-6.1
C[C@H](O)C#Cc1ccc2c(c1)O[C@H](CN(C)C(=O)CC1CC1)[C@@H](C)CN([C@H](C)CO)S2(=O)=O	0.0
O=C(C[C@H]1CC[C@@H](NC(=O)NC2CCCCC2)[C@H](CO)O1)NCc1ccc(F)cc1	1.4
CCCNC(=O)N1[C@H](CO)[C@H]2c3ccccc3N(C(=O)Nc3cccc(Cl)c3)C[C@H]21	-1.1
C[C@@H]1CN([C@H](C)CO)C(=O)Cc2cc(NC(=O)Nc3ccc4c(c3)OCO4)ccc2O[C@@H]1CN(C)C(=O)Nc1ccccc1	2.0
COC(=O)[C@H]1[C@H](CO)[C@H]2Cn3c(ccc(C4=CCCC4)c3=O)[C@H]2N1Cc1cncnc1	-1.0
C[C@@H]1CN([C@H](C)CO)C(=O)Cc2cc(NC(=O)Nc3ccc4c(c3)OCO4)ccc2O[C@H]1CN(C)C(=O)Nc1ccc(F)cc1	1.9
C[C@@H]1CN([C@H](C)CO)C(=O)Cc2cc(NC(=O)CCCCCC(=O)Nc3ccccc3N)ccc2O[C@@H]1CN(C)Cc1ccc(C(F)(F)F)cc1	-0.6
C[C@@H]1CCCCO[C@H](CN(C)C(=O)c2ccccc2)[C@@H](C)CN([C@@H](C)CO)C(=O)c2cc(NC(=O)Nc3ccc(F)cc3)ccc2O1	-6.7
CN1C(=O)c2cc(NC(=O)Nc3ccccc3)ccc2OC[C@H]2O[C@H](CC(=O)NC3CCC3)CC[C@H]21	20
O=C(C[C@H]1CC[C@@H](NC(=O)Nc2cccc(F)c2)[C@@H](CO)O1)NCC1CCCCC1	1.8
Cc1noc(C)c1NC(=O)Nc1ccc2c(c1)C(=O)N([C@H](C)CO)C[C@@H](C)[C@H](CN(C)C(=O)Nc1ccc(F)cc1)O2	1.4
C[C@@H]1CN([C@@H](C)CO)C(=O)Cc2cc(NC(=O)Cn3cnnn3)ccc2O[C@H]1CN(C)Cc1ccc(C(F)(F)F)cc1	21
C[C@@H]1CCCCO[C@@H](CN(C)Cc2ccc3c(c2)OCO3)[C@@H](C)CN([C@@H](C)CO)C(=O)c2cc(NC(=O)Nc3cccc4ccccc34)ccc2O1	2.5
Cc1noc(C)c1NC(=O)N(C)C[C@@H]1Oc2c(NC(=O)c3nc4ccccc4s3)cccc2C(=O)N([C@@H](C)CO)C[C@@H]1C	-0.1
CC(C)CC#Cc1cnc2c(c1)C(=O)N([C@@H](C)CO)C[C@@H](C)[C@H](CN(C)Cc1ccccc1F)O2	-5.0
C[C@H]1CN([C@@H](C)CO)S(=O)(=O)c2ccc(C#CC3CCCCC3)cc2O[C@@H]1CN(C)Cc1cccnc1	0.8
N#C[C@@H]1[C@H](c2ccc(-c3ccccc3F)cc2)[C@H](CO)N1C(=O)c1ccccn1	-2.1
C[C@@H]1CCCCO[C@@H](CN(C)C(=O)Nc2ccc3c(c2)OCO3)[C@H](C)CN([C@@H](C)CO)C(=O)c2cc(NS(=O)(=O)c3ccccc3)ccc2O1	-1.1
C[C@@H]1CCCCO[C@H](CN(C)Cc2ccncc2)[C@@H](C)CN([C@@H](C)CO)C(=O)c2cc(NC(=O)CCC(F)(F)F)ccc2O1	0.2
C[C@@H]1CN([C@H](C)CO)S(=O)(=O)c2ccc(-c3ccccc3)cc2O[C@@H]1CN(C)Cc1cccc(F)c1	-1.1
CC=Cc1ccc2n(c1=O)C[C@@H]1[C@@H](CO)[C@H](C(=O)NC3CCCC3)N(CC3CCCCC3)[C@H]21 (mixture of isomers)	3.2
C[C@H](CO)N1C[C@H](C)[C@H](CN(C)C(=O)CN(C)C)Oc2ncc(C#Cc3ccccc3)cc2C1=O	0.9
COc1ccc(S(=O)(=O)N(C)C[C@H]2OCCCC[C@@H](C)Oc3ccc(NC(=O)NC(C)C)cc3C(=O)N([C@@H](C)CO)C[C@@H]2C)cc1	-0.1
CO[C@H]1CC[C@H]2CCN(C)C(=O)[C@@H](C)N(C)C(=O)c3cc(C#N)ccc3OC[C@H]1O2	-0.8
C[C@H](CO)N1C[C@H](C)[C@H](CN(C)Cc2ccc3c(c2)OCO3)Oc2c(cccc2N(C)C)C1=O	-1.6
C[C@@H]1CN([C@@H](C)CO)C(=O)c2cccc(NC(=O)Nc3ccccc3)c2O[C@H]1CN(C)S(C)(=O)=O	1.4
C[C@@H]1CN([C@H](C)CO)C(=O)c2cccc(NC(=O)Nc3ccc4c(c3)OCO4)c2O[C@@H]1CN(C)S(=O)(=O)c1ccccc1	0.0
COc1ccc(NC(=O)N(C)C[C@@H]2Oc3ccc(NC(=O)CCN4CCOCC4)cc3C(=O)N([C@H](C)CO)C[C@H]2C)cc1	-2.1
CCCNC(=O)C[C@H]1CC[C@@H]2[C@H](COc3ccc(NC(=O)c4ccc(C(F)(F)F)cc4)cc3C(=O)N2C)O1	-2.4
O=C(NCc1ccc(F)cc1)[C@H]1[C@H](CO)[C@H]2Cn3c(cccc3=O)[C@H]2N1C(=O)c1cccnc1	-1.2
COc1ccccc1CNC(=O)C[C@@H]1CC[C@@H]2[C@@H](COc3ccc(NC(=O)Nc4ccc(F)c(F)c4)cc3C(=O)N2C)O1	0.3
O=C(C[C@H]1C[C@H]2c3cc(NC(=O)C4CCC4)ccc3O[C@H]2[C@@H](CO)O1)NCCN1CCCCC1	-0.6
O=C(Cc1ccncc1)NCC[C@@H]1CC[C@H](NS(=O)(=O)c2ccccc2Cl)[C@H](CO)O1	-2.2
C[C@@H]1CN([C@@H](C)CO)C(=O)Cc2cc(NC(=O)Nc3ccccc3)ccc2O[C@@H]1CN(C)CC1CCCCC1	-3.8
C[C@@H]1CN([C@H](C)CO)C(=O)c2cc(NS(=O)(=O)c3ccc(Cl)cc3)ccc2O[C@@H](C)CCCCO[C@@H]1CN(C)S(=O)(=O)c1cccs1	-5.1
Cc1noc(C)c1NC(=O)NCC[C@H]1CC[C@@H](NC(=O)c2ccccc2)[C@@H](CO)O1	-0.3
Next part.
SMILES	Mtb BioA inh
CCCN1[C@@H]2c3ccc(-c4ccccc4F)c(=O)n3C[C@@H]2[C@@H](CO)[C@@H]1C(=O)NCC	0.3
O=C(C[C@@H]1CC[C@H](NC(=O)Nc2cc(F)ccc2F)[C@@H](CO)O1)NCc1ccc2c(c1)OCO2	-0.9
C[C@@H](NC(=O)C[C@@H]1C[C@H]2c3cc(NC(=O)C4CCOCC4)ccc3O[C@H]2[C@H](CO)O1)c1ccccc1	-0.2
COc1cccc(NC(=O)N[C@H]2C=C[C@@H](CC(=O)NCc3ccccn3)O[C@H]2CO)c1	-2.7
O=C(C[C@H]1C=C[C@@H](NS(=O)(=O)c2ccccc2)[C@H](CO)O1)NCc1ccccc1F	-1.5
COc1ccc(CN(C)C[C@H]2Oc3c(NS(=O)(=O)c4ccccc4)cccc3C(=O)N([C@@H](C)CO)C[C@H]2C)cc1	-1.1
Cn1cnc(S(=O)(=O)N2C[C@@H](O)COC[C@H]3O[C@@H](CC(=O)NC4Cc5ccccc5C4)CC[C@@H]32)c1	1.0
COc1ccc(S(=O)(=O)N(C)C[C@@H]2OCCCC[C@H](C)Oc3ccc(NC(=O)Nc4ccc5c(c4)OCO5)cc3C(=O)N([C@H](C)CO)C[C@@H]2C)cc1	11

Screening results: PubChem BioAssay, Broad Institute

These rows are one share of the data; rates above refer to the full screens.
